MLL CXXC-DNA inh: inhibitors of human MLL CXXC domain-DNA interaction; AID 2662; MLL-CXXC / FITC-HOXA9 DNA fluorescence polarization; Q03164; 0.037% of 290,000 active; Potency, µM (series often up to 115 µM), for inactives: top-dose activity change, negative = inhibition, usual class: inhibitors; active means well fitted inhibition curve with a large enough effect in the polarisation, with a control signal flat, not every such curve was filed as active; inconclusive means small, poorly fitted or top-dose-only effect, or effect the other way, or a change in a side signal; inactive means no such curve, though single readings can be large or run the other way; the % refers to the polarisation; further: potency means the concentration at half of the fitted maximal effect
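Steps: dispense CXXC domain solution (7 uM) → pin compounds or unlabeled HOX-A9 DNA control → 5 min ambient → add FLSN-HOX-A9 solution (50 nM) → spin → 30 min ambient → fluorescence polarization. Tris pH 7.5/NaCl/DTT/BSA buffer.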
TSHR antag: blocks TSH signaling through the human TSH receptor; 0.2% of 330,000 active; P16473; TSHR-expressing cells, TSH-stimulated cAMP HTRF, 2 h; hits give low values; activity change, negative = inhibition, % at 11.5 µM;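 active means activity change below a set negative limit, meaning inhibition stronger than a set level, cut at about -70% in these data; inconclusive means activity change between two set negative limits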; further: on the % scale 0 is the no-effect control and ±100 the full control effect
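Read-out is FRET at 665 nm (cryptate excitation 337 nm) from a cryptate-tagged anti-cAMP antibody, competed by cell cAMP against cAMP-d2. Compounds are tested on freshly harvested TSHR cells challenged with 4nM TSH (EC80) for 2 hours at 37 deg C.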
Menin MLL FP TR: displaces Texas Red mutant MLL peptide from human menin | Menin + Texas Red MLL mutant peptide, fluorescence polarization | Potency, µM (top dose mostly 61.6 µM), for inactives: at the top dose FP activity change, negative = inhibition, hits mostly inhibitors | 0.23% of 270,000 active; active means well fitted inhibition curve with a large enough effect in the polarisation, with a control signal flat, not every such curve was filed as active; inconclusive means small, poorly fitted or top-dose-only effect, or effect the other way, or a change in a side signal; inactive means no such curve, though single readings can be large or run the other way; the % refers to the polarisation; further: potency means the concentration at half of the fitted maximal effect; % of control where 0% means no effect; many of its hits are not listed in these tables
Target sequence (O00255 whole entry, looked up): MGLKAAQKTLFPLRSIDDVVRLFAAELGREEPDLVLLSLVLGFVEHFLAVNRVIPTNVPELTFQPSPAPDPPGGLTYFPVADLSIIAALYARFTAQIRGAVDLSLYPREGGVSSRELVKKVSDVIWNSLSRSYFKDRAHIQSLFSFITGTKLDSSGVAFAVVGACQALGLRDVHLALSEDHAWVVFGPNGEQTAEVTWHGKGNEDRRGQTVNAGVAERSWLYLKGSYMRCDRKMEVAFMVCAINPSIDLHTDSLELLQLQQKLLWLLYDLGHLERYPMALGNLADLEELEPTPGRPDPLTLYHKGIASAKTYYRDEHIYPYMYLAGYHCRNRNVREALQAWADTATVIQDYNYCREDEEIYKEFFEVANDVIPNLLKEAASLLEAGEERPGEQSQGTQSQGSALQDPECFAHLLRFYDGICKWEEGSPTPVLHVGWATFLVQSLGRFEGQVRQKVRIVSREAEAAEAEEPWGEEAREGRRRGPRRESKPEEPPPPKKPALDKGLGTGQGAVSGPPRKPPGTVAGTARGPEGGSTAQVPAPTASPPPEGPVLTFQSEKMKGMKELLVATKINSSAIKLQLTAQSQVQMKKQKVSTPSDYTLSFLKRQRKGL
TCR act: activates T cell receptor signaling. primary human leukocytes, anti-CD3, IL-2 HTRF, 48 h. Potency, µM (doses to about 9.22 µM), for inactives: top-dose activation of IL-2 secretion, hits mostly activators. 330,000 tested, under 10 active. AID 504894; further: % of control where 0% means no effect
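48 hr co-incubation of compounds, a-CD3 beads and primary human leukocytes; IL-2 quantified homogeneously by HTRF with anti-IL-2 K and d2 conjugates.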
PTAP TSG101 blk: blocks PTAP/TSG101 interaction to inhibit HIV-1 budding. Q99816. Fluorescence polarization, FITC-PTAP peptide / Tsg101 binding. Potency, µM (top dose mostly 115 µM), without a hit: at the top dose activity change, negative = inhibition, hits mostly inhibitors. 340,000 tested, under 10 active; active means well fitted inhibition curve with a large enough effect in the main read-out, with a control signal flat, not every such curve was filed as active; inconclusive means small, poorly fitted or top-dose-only effect, or effect the other way, or a change in a side signal; inactive means no such curve, though single readings can be large or run the other way; further: potency means the concentration at half of the fitted maximal effect; % of control where 0% means no effect
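Tsg101 binding domain (10 uM final) was mixed with compound and a FITC-labeled PTAP peptide (50 nM final) in HEPES pH 7.5 buffer with NaCl, Tween 20, EDTA and TCEP; fluorescence polarization was read after 20 min at r.t.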
AT treatment: potential ataxia-telangiectasia treatment; […] A-T fibroblasts, KAP-1 phosphorylation AlphaLISA; neocarzinostatin DNA damage 30 min before lysis; Potency, µM (highest dose often 57.5 µM), without a hit: top-dose activation, usual class: activators; 0.19% of 320,000 active; AID 485349; further: potency means the concentration at half of the fitted maximal effect; % of control where 0% means no effect; nearly all actives have a fitted effect of over 45% in size
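ATM-like activity read as KAP-1 phosphorylation via AlphaLISA donor/acceptor antibody pairs after lysis and 6 hr at 25C. Cells were ATM-null patient fibroblasts ([…], hTERT), dosed 60 min, then exposed to the DSB inducer NCS for 30 min.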
Mito fusion yeast: mitochondrial division inhibition or fusion activation | Potency, µM (series often up to 46.1 µM), inactives show at the top dose growth rescue (activation), actives largely listed as activators | 0.23% of 320,000 active | S. cerevisiae fusion-defective mutant growth rescue, CellTiterGlo 48 h | AID 485298;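 further: potency means the concentration at half of the fitted maximal effect; % of control where 0% means no effect; nearly all actives have a fitted effect of over 45% in size; temperature-sensitive fusion mutants such as fzo1-1 at 37 °C on non-fermentable ethanol glycerol medium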
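Luminescent cell viability in 1536-well qHTS format served as the measure of rescued growth in ts fusion-mutant S. cerevisiae cultured on non-fermentable YPEG for 48 hours at 37C.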
S-ASM inh: blocks human secretory acid sphingomyelinase; AID 504937; P17405; 0.006% of 340,000 active; Potency, µM (series often up to 57.5 µM), inactives show at the highest dose activity change, negative = inhibition, hits mostly inhibitors; placental ASM, HMU-PC fluorogenic substrate, 60 min; further: potency means the concentration at half of the fitted maximal effect
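qHTS format. ASM enzyme prepared from human placenta hydrolyses the fluorogenic substrate HMU-PC0 (9 uM final) over 60 min at 37 °C after a 10 min compound preincubation.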
MBNL1 CUG block: blocks human MBNL1 binding to CUG repeat RNA. TR-FRET MBNL1-His/biotin-(CUG)12 binding, 665/545 ratio. Potency, µM (top dose mostly 57.5 µM), for inactives: at the top dose activity change, negative = inhibition, actives largely listed as inhibitors. 0.036% of 280,000 active. Q9NR56; active means well fitted inhibition curve with a large enough effect in the signal ratio, with a control signal flat, not every such curve was filed as active; inconclusive means small, poorly fitted or top-dose-only effect, or effect the other way, or a change in a side signal; inactive means no such curve, though single readings can be large or run the other way; the % refers to the signal ratio; further: potency means the concentration at half of the fitted maximal effect; on the % scale 0 is the no-effect control and ±100 the full control effect
Target sequence (Q9NR56 whole entry, looked up): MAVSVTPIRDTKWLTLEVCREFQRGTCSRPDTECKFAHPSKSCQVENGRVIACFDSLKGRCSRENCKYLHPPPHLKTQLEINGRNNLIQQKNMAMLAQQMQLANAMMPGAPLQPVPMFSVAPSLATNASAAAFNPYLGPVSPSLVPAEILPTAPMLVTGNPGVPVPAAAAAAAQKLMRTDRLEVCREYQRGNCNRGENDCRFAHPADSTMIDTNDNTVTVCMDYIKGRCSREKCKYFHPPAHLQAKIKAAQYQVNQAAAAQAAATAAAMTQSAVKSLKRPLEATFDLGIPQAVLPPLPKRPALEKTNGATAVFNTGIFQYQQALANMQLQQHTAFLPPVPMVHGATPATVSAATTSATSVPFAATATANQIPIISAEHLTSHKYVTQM
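His-tagged MBNL1 binding to biotinylated (CUG)12 RNA was measured by TR-FRET using terbium anti-His antibody (0.055 ng/ul final) and streptavidin-XL665 (5 nM final). Compounds were titrated 92 nM to 58 uM; 60 min at room temperature.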
Integrin act MD: activates integrin-mediated alleviation for muscular dystrophy; alpha7betagal myoblasts, beta-gal FDG fluorescence, 48 h; Potency, µM (series often up to 38.3 µM), for inactives: at the top dose activation, actives largely listed as activators; 0.064% of 350,000 active; AID 624291;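 further: potency means the concentration at half of the fitted maximal effect; 100% = response of the positive control SU9516; nearly all actives have a fitted effect of over 60% in size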
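alpha7betagal+/- myoblasts (passage 13, 250/well) treated 48 h at 37C with compounds at 1:260 dilution of DMSO stock. Lysed, then beta-galactosidase activity read as FDG fluorescence (ex 480/em 540) after 30 min, with pre-read for autofluorescence.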
Numbers without * were called inactive; ? = inconclusive; nt = not tested or not shown; [ ] = dose if it differs, or a comment. Unless noted, the call rests on the fitted dose curve; in most records, active means well fitted curve in the direction sought with a large enough effect; inconclusive means small, poorly fitted or top-dose-only effect, or another doubt; inactive means no such curve, though single readings can be large; an effect the other way counts as inactive or inconclusive. A portion of the library. The share of hits here may be higher or lower than overall.

SMILES	MLL CXXC-DNA inh	TSHR antag	Menin MLL FP TR	TCR act	PTAP TSG101 blk	AT treatment	Mito fusion yeast	S-ASM inh	MBNL1 CUG block	Integrin act MD
COc1cc(/C=C2\C(=N)N3N=C(S(C)(=O)=O)SC3=NC2=O)ccc1OCCOc1ccccc1C	-6%	-9	?	-3%	-8%	-1%	-5%	-2%	-1%	?
NS(=O)(=O)c1ccc(O)c(N2C(=O)c3cccc4c(C(=O)c5ccccc5)ccc(c34)C2=O)c1	-4%	-2	29%	nt	nt	-1%	1%	nt	?	nt
CCOc1ccc(CN(C)CC(=O)NCc2ccccc2)cc1	1%	-8	nt	-1%	-4%	3%	-3%	6%	nt	8%
O=C(NC1CC(=O)c2sccc21)c1ccc(Cl)cc1Cl (stereo not drawn)	15%	3	-1%	4%	-6%	6%	0%	1%	-6%	-4%
Cc1cccc(-c2nc3c(c(=O)c4ccccc4n3C)c(=O)n2-c2ccccc2)c1	-3%	17	nt	4%	-1%	8%	-11%	0%	-7%	13%
O=C(c1ccc(Br)s1)N1CCN(S(=O)(=O)c2ccccc2)CC1	9%	-3	-16%	2%	-4%	7%	4%	2%	-4%	3%
O=c1oc2ccccc2c(NC(c2ccccc2)c2ccccc2)c1[N+](=O)[O-]	-2%	-2	0%	-21%	-2%	-2%	26%	-12%	?	57%
CC1CCc2sc(C(=O)NC3CCCCC3)cc2C1 (stereo not drawn)	nt	-25	nt	-10%	-1%	1%	7%	0%	nt	-1%
O=[N+]([O-])c1cc2oc3c(c2c(C=NCc2ccccc2)c1O)CCCC3	6%	-35	5%	0%[46.1 µM]	2%	4%	7%	-6%	5%	21%
O=C(c1cc(-c2cccc(Cl)c2)nc2ccccc12)N1CCCC1	12%	22	-11%	-21%	-1%	1%	12%	-5%	5%	18%
Cc1cc(N2CCN(c3ccccc3F)CC2)nc2cc(O)ccc12	?	6	1%	2%	-4%	3%	10%	159%[activator]	-4%	27%
Cn1c(/C(C#N)=C/c2ccc(O)cc2)nc2ccccc21	-3%	-4	nt	-2%	-1%	-15%	-1%	-4%	15%	-2%
Cn1nnnc1SC1CC(=O)N(c2ccccc2)C1=O (stereo not drawn)	-1%	-11	-1%	1%	0%	-3%	-5%	2%	-4%	-34%
Cc1ccc(CN(c2ccc(C(=O)NCc3ccc4c(c3)OCO4)cc2)S(C)(=O)=O)cc1	2%	-3	2%	nt	-10%	2%	-2%	-12%	4%	-7%[7.66 µM]
S=c1[nH]nc(-c2cccnc2)n1C1CCCCC1	8%	-4	-1%	-6%[46.1 µM]	0%	22%	-7%	6%	-5%	13%
COc1cccc(CN(C)CC(O)COc2cc(Cl)ccc2Cl)c1 (stereo not drawn)	-4%	2	?	-2%	-5%	-29%	-27%	-1%	3%	1%
Cc1c(C(=O)N/N=C/c2cccs2)nc2ccccn12	-5%	40	-2%	1%[46.1 µM]	0%	22%	5%	3%	-5%	20%
CC(=O)c1nnn(-c2nc(N)nc(N(c3ccccc3)c3ccccc3)n2)c1C	-2%	-3	?	-11%	-4%	13%	3%	-9%	3%	-21%
O=C1CC(NCC2CCCO2)C(=O)N1c1ccc(F)cc1 (stereo not drawn)	41%[activator]	-1	14%	2%	-3%	-7%	-2%	3%	-5%	19%
CC(OC(=O)c1ccccc1Nc1ccc(SC(F)F)cc1)C(N)=O (stereo not drawn)	9%	14	6%	2%[46.1 µM]	-2%	3%	14µM*	-2%	-2%	-46%[inhibitor]
CCCn1c2ccc(/C(C)=N\O)cc2c2cc(/C(C)=N/O)ccc21	3%	19	26%	0%	2%	-8%	8%	-28%	8%	-14%
O=C(CCCC(=O)NCCc1ccccc1)NCCc1ccccc1	-7%	1	-11%	1%[46.1 µM]	1%	-8%	0%	5%	-14%	?
COc1ccc(-c2c(-c3ccc(C#N)cc3)oc(=O)c3cc(OC)c(OC)cc23)cc1	nt	-23	nt	-6%	-2%	2%	nt	221%	nt	0%
CCCCCN(C(=O)CCC(=O)OCCOc1cccc(Cl)c1)c1c(N)n(CCCC)c(=O)[nH]c1=O	nt	-1	nt	-1%	-5%	3%	-1%	-2%	nt	2%
CCOc1cccc(CN2CCN(Cc3ccc(C)o3)C(CCO)C2)c1O (stereo not drawn)	1%	-3	-1%	0%	-3%	-2%[11.5 µM]	1%	2%	-1%	0%
NNc1cc(C(=O)O)ccc1Cl	1%	7	nt	1%	-4%	2%	-1%	3%	-18%	1%
COc1cccc(OC)c1C(=O)NC(=O)NNc1cc(C(F)(F)F)cc(C)n1	-1%	-4	nt	4%	-2%	6%	-10%	1%	1%	11%
CC(=O)N1CCc2cc(S(=O)(=O)CCC(=O)Nc3ccccc3F)ccc21	-6%	-1	-7%	0%	-5%	0%	-6%	2%	-2%	9%
O=C(/C=C/c1ccco1)Nc1nnc(-c2ccco2)s1	5%	-2	-4%	-6%	0%	1%[11.5 µM]	3%	-3%	16%	-6%
O=C(COc1ccc2ccccc2c1)Nc1nccs1	-2%	-10	?	3%	-3%	-5%	-2%	1%	9%	5%
NC(=O)c1cc(-c2ccccc2)sc1NC(=O)Cc1ccc(S(=O)(=O)N2CCOCC2)s1	18%	-15	?	7%	-5%	-1%	4%	5%	14%	-21%
Cc1cc(C(=O)Nc2ccncc2)c2ccccc2n1	-1%	9	nt	3%	-2%	-4%	1%	3%	2%	-9%
Cc1cccc2cc3c(NC(=O)c4ccccn4)nn(C)c3nc12	-12%	1	-11%	0%	-1%	26%	-5%	411%[activator]	-5%	1%
COc1ccc(NC(=O)CCCc2ccc(OC)c(C)c2)cc1	-2%	-1	16%	-10%	-1%	1%	1%	-2%	1%	-21%
O=C(Nc1ccccc1Cc1ccccc1)C1CC(=O)N(c2ccc3c(c2)OCCO3)C1 (stereo not drawn)	33%[activator]	-14	?	-2%	-4%	2%	2%	-2%	-2%	21%
COc1ccc(C2=Nn3c(C)nnc3SC2)cc1	10%	-8	nt	-2%	3%	10%	2%	34%	6%	0%
COC(=O)c1ccc(-n2cnc(Cl)n2)c(F)c1	-3%	13	nt	-5%	1%	-1%	0%	-1%	-6%	0%
Nc1c(C(=O)OCC(=O)Nc2ccc(Cl)cc2[N+](=O)[O-])[nH]c(=O)[nH]c1=O	-6%	-1	nt	6%	1%	6%	-5%	1%	?	-9%
CCCOc1ccc(N2C(=O)CC(N3CCC(C(=O)OCC)CC3)C2=O)cc1 (stereo not drawn)	-2%	1	3%	nt	0%	2%	-15%	-4%	-6%	4%
Brc1ccccc1OCCCOc1cccc2cccnc12	4%	-12	14%	nt	0%	15%	-13%	-8%	4%	18%
CCN(CC)S(=O)(=O)c1ccc(C(=O)NCCOC(=O)c2ccc(F)cc2F)cc1	-3%	1	21%	9%	-1%	11%	8%	-18%	-6%	-9%
CCCCn1c(N)c(N(CCOC)C(=O)COC(=O)COc2ccccc2C#N)c(=O)[nH]c1=O	nt	6	nt	11%	2%	7%	-4%	1%	nt	-1%
O=C(CCc1nc2ccccc2s1)Nc1cccnc1	0%	16	?	-3%	-2%	3%	-10%	0%	-3%	12%
O=C(Nc1ccc(F)cc1F)c1ccc(-n2cccn2)c([N+](=O)[O-])c1	0%	-11	12%	10%	-2%	6%	-2%	3%	?	17%
Cc1cc(OCc2cccc(Cl)c2)c(C)cc1CN1CCOCC1	-9%	-2	-19%	1%	-2%	24%	0%	0%	0%	0%
O=C1CC(N(O)c2ccccc2)C(=O)N1c1ccc(Cl)c(Cl)c1 (stereo not drawn)	6%	-2	nt	-18%	0%	0%	1%	5%	-4%	?
c1ccc(-c2sc3ccccc3c2-c2ccc(OCCN3CCCCC3)cc2)cc1	nt	-5	nt	13%	-3%	-1%	nt	-5%	nt	0%
COc1ccc(-c2cc(=O)c3cc(C)ccc3[nH]2)cc1	18%	-8	1%[94.6 µM]	10%	-4%	-6%	5%	6%	45%[activator]	18%
COC(=O)C1CCN(c2cc(=O)n(-c3ccccc3Cl)c(=O)[nH]2)CC1	-3%	nt	?	7%	-3%	3%	0%	1%	14%	-12%[7.66 µM]
COc1ccc(/C=N/NC(=O)COc2ccc3ccccc3c2)c(C(=O)O)c1OC	6%	12	4%	1%[46.1 µM]	-1%	-2%	-3%	-1%	6%	2%

Source: PubChem
